Bioassay records: PubChem BioAssay, National Center for Advancing Translational Sciences (NCATS)
Tb PGK inh – qHTS Assay to Find Inhibitors of Phosphoglycerate Kinase; 0.043% of 380,000 active; PGK/GAPDH coupled, Kinase-Glo luminescence, 60 min; Potency, µM (doses to about 57.5 µM), without a hit: at the highest dose activity change, negative = inhibition, usual class: inhibitors; Phosphoglycerate kinase, glycosomal (Trypanosoma brucei brucei), P07378; further: potency means the concentration at half of the fitted maximal effect; on the % scale 0 is the no-effect control and ±100 the full control effect; nearly all actives have a fitted effect of over 60% in size
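Recombinant glycosomal PGK reaction used 1,3-bisphosphoglycerate generated in-well by GAPDH (100nM final) in 100mM TEA pH 7.6, 5mM MgCl2, 0.01% Tween-20. After 60 minutes at room temperature, ATP was read by Kinase-Glo Plus luminescence end-point.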
BAZ2B block – qHTS Assay for Inhibitors of BAZ2B; 4.4% of 360,000 active; Potency, µM (top dose mostly 114 µM), for inactives: at the top dose activity change, negative = inhibition, most hits filed as inhibitors; Bromodomain adjacent to zinc finger domain protein 2B (Homo sapiens), Q9UIF8; AlphaScreen BAZ2B-H3K14Ac peptide displacement; further: potency means the concentration at half of the fitted maximal effect; on the % scale 0 is the no-effect control and ±100 the full control effect; nearly all actives have a fitted effect of over 60% in size
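Inhibition is scored as reduced AlphaScreen emission. The BAZ2B/b-H3(5-23)K14Ac complex (50 nM each) in PBS pH 7.4, 0.01% Tween-20 meets compound (up to 110 uM) for 30 min at RT before bead addition.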
ERG Ets-DNA blk – qHTS for Small Molecule Inhibitors of the ERG Ets/DNA interaction; Potency, µM (titrated, usually from 76.9 µM), without a hit: at the top dose FP activity, negative = inhibition, actives largely listed as inhibitors; AID 624246, 2012; fluorescence polarization, His-ERG Ets domain / labelled DNA; 0.028% of 370,000 active; Transcriptional regulator ERG (Homo sapiens), P11308; active means well fitted inhibition curve with a large enough effect in the polarisation, with a control signal flat; inconclusive means small, poorly fitted or top-dose-only effect, or effect the other way, or a change in a side signal; inactive means no such curve, though single readings can be large or run the other way; the % refers to the polarisation;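 further: polarization taken with two DNA probes labelled with fluorescein and Texas red; potency means the concentration at half of the fitted maximal effect; % of control where 0% means no effect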
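His-tagged ERG Ets domain (1 uM in the protein solution; 300mM KCl, 50mM Tris-HCl, 1mM EDTA, 1mM DTT, pH 7.5) received compound, then a probe mix of 5 nM fluorescein-DNA and 100nM Texas-615-DNA. Fluorescence polarization was read for both dyes.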
PI4K2A inh – qHTS for small molecular inhibitors of PI4K2A; Phosphatidylinositol 4-kinase type 2-alpha (Homo sapiens), Q9BTU6; purified PI4K2A, ADP-Glo luminescence, 1 h; hits give low values; activity change, negative = inhibition, % at 76.9 µM; 0.13% of 420,000 active; in the data active means activity change below about -50%; inconclusive means mostly about -30% to -49%;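 further: -100% = wells without enzyme as full effect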
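Compounds are screened against recombinant PI4K2A using PI as substrate and ATP, the latter dispensed at 300 microM. Reactions run one hour at ambient temperature before ADP-Glo detection; full inhibition defined by wells lacking enzyme.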
Pin1 inh – qHTS Assay to Find Inhibitors of Pin1. Peptidyl-prolyl cis-trans isomerase NIMA-interacting 1 (Homo sapiens), Q13526. Pin1 FP peptide displacement, HiFluor488, 10 min. Potency, µM (top dose mostly 115 µM), for inactives: top-dose activity, negative = inhibition, usual class: inhibitors. 0.009% of 390,000 active. AID 504891, 2011; active means well fitted inhibition curve with a large enough effect in the polarisation, with a control signal flat, not every such curve was filed as active; inconclusive means small, poorly fitted or top-dose-only effect, or effect the other way, or a change in a side signal; inactive means no such curve, though single readings can be large or run the other way; the % refers to the polarisation; further: potency means the concentration at half of the fitted maximal effect; on the % scale 0 is the no-effect control and ±100 the full control effect
Target sequence (Q13526 whole entry, looked up): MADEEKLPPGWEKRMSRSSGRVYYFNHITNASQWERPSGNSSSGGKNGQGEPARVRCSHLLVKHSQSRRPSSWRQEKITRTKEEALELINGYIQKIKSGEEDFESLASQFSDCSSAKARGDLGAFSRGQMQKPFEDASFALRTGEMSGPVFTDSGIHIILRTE
GLS inh – qHTS for Inhibitors of Glutaminase (GLS) | Glutaminase kidney isoform, mitochondrial (Homo sapiens), O94925 | GLS enzymatic activity, qHTS titration | Potency, µM (titrated, usually from 45.5 µM), without a hit: top-dose activity change, negative = inhibition, hits mostly inhibitors | 0.21% of 410,000 active | AID 624170, 2012; further: potency means the concentration at half of the fitted maximal effect; on the % scale 0 is the no-effect control and ±100 the full control effect
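Read-out is an Amplex red fluorescence increase coupled through glutamate oxidase and HRP, measured before and after 30 min room-temperature incubation. hKGA is in 45 mM KH2PO4 (pH 8.2) with 0.02% Tween-20; glutamine added as 1mM solution.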
HP1b binding inh – HTS for Inhibitors of HP1-beta Chromodomain Interactions with Methylated Histone Tails; AlphaScreen HP1-beta / biotin-H3K9me3 peptide binding; Potency, µM (doses to about 114 µM), without a hit: at the top dose activity change, negative = inhibition, most hits filed as inhibitors; 0.56% of 390,000 active; further: potency means the concentration at half of the fitted maximal effect; nearly all actives have a fitted effect of over 70% in size; inactives centre near 23
Target sequence (P83916 whole entry, looked up): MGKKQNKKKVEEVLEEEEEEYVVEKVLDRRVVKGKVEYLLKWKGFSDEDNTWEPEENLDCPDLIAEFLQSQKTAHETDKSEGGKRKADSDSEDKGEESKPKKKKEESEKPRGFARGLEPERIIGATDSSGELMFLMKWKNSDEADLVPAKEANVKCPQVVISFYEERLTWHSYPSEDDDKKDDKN
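Compound inhibition of the preformed complex between 50 nM HP1-beta and 50 nM biotinylated H3K9me3 peptide was read by AlphaScreen. Buffer was PBS pH 7.4 with 0.01% Tween-20. Incubations ran 30 min at room temperature, with 10 ug/mL donor/acceptor beads.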
JMJD2A Tudor – qHTS Assay for Inhibitors of JMJD2A-Tudor Domain. Lysine-specific demethylase 4A (Homo sapiens), O75164. AlphaScreen JMJD2A-Tudor / H3K4me3 peptide binding. Potency, µM (top dose mostly 114 µM), inactives show top-dose activity change, negative = inhibition, most hits filed as inhibitors. 4.4% of 390,000 active; further: potency means the concentration at half of the fitted maximal effect; on the % scale 0 is the no-effect control and ±100 the full control effect; nearly all actives have a fitted effect of over 50% in size
G9a block – qHTS Assay for Inhibitors of Histone Lysine Methyltransferase G9a. Histone-lysine N-methyltransferase EHMT2 (Homo sapiens), Q96KQ7. Potency, µM (series often up to 102 µM), for the others: at the top dose activity, negative = inhibition, most hits filed as inhibitors. 8.8% of 350,000 active. G9a H3K9 monomethylation, AlphaScreen, 2 h. AID 504332, 2011; further: potency means the concentration at half of the fitted maximal effect; on the % scale 0 is the no-effect control and ±100 the full control effect; nearly all actives have a fitted effect of over 75% in size
Target sequence (Q96KQ7 913-1193 limits assumed): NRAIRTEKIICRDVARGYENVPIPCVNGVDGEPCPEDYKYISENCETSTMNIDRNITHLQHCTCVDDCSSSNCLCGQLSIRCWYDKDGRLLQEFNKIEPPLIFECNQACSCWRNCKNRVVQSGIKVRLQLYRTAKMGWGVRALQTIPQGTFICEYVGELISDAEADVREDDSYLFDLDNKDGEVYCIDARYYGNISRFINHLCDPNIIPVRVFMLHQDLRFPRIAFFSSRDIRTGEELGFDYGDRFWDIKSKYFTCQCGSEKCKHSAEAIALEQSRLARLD
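Using a bead-based AlphaScreen, monomethylated H3K9 product from 2 h room-temperature reactions (G9a 20 nM, peptide 500 nM, SAM 20 uM) was detected with 0.5 ug/mL rabbit anti-H3K9me1 antibody.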
An asterisk follows results filed as active; i = inactive; ? = inconclusive; . = no result given; & = joins results of further samples; [ ] = remark or other dose. Unless noted, the call rests on the fitted dose curve; in most records, active means well fitted curve in the direction sought with a large enough effect; inconclusive means small, poorly fitted or top-dose-only effect, or another doubt; inactive means no such curve, though single readings can be large; an effect the other way counts as inactive or inconclusive.

Order of values: Tb PGK inh, BAZ2B block, ERG Ets-DNA blk, PI4K2A inh, Pin1 inh, GLS inh, HP1b binding inh, JMJD2A Tudor, G9a block
CC(Nc1oc(-c2ccc(COc3ccccc3)o2)nc1C#N)c1ccccc1 (stereo unspecified)
  i, ?, -2%, 3, 16%, 0%, -15%, -30%, ?
Cc1ccc(C(c2nnnn2Cc2ccccc2)N2CCN(Cc3ccccc3)CC2)cc1 (stereo unspecified)
  0%, -10%, 2%, 9, 35%[activator], -10%, 16%, -14%[11.4 µM], 4%[59 µM]
CCCc1cc(C(=O)NCC(C)C)no1
  -10%, -17%, 6%, -7, 4%, 4%, 26%, 1%, ?
c1ccc(-c2nc[nH]c2-c2ccccc2)cc1
  0%, ?, 8%, 3&-2, 5%, -3%&-2%, -13%, ?, 5%[12.7 µM]
COCCCNC(CC(=O)Nc1cc(C)cc(C)c1)C(=O)O (stereo unspecified)
  -7%, ., -7%, 2, -4%, -2%, -2%, -11%[11.4 µM], .
COc1ccc(CCNC(=O)Cc2c(Cl)cccc2Cl)cc1
  i, ., -1%, -2, 4%, -4%, 47%[activator], -14%[57.1 µM], ?
CCN(CC(=O)Nc1c(F)cccc1F)C(=O)CSc1nc2ccccc2o1
  -1%, -3%, 6%, -2, 0%, 0%, 20%, 3%, -30%
COc1ccc(C(=O)N/C(=C\c2ccccc2)C(=O)Nc2cccc(C(=O)O)c2)cc1
  1%, 6%, -8%, 0, -2%, -1%, 34%, -1%, ?
CCOc1ccccc1NC(=O)c1ccccc1N(C)S(C)(=O)=O
  i, 8%, 12%, 5, 2%, -8%, 31%, 2%, 16%[59 µM]
Cc1cc(NC(=O)c2noc3c2CCc2ccccc2-3)no1
  -6%, -5%, -17%, 8, 4%, -2%, 24%, -8%, 2%[59 µM]
Cn1c(=O)c2c(nc(Sc3ncccn3)n2Cc2ccc(Cl)cc2)n(C)c1=O
  4%, 13%, 13%, 1, 3%, -1%, 32%, -4%, ?
COc1ccccc1C(=O)NC(=O)COc1ccc(Cl)cc1Cl
  -4%, 2%, 4%, 0, 20%, -7%, 16%, -12%, -25%
COC(=O)c1ccsc1NC(=O)c1ccc2c(c1)OCCO2
  0%, -21%, 4%, 2, ?, 1%, 27%, -14%, -11%[59 µM]
Cc1ccccc1C(=O)NNC(=O)c1ccc(Br)cc1
  2%, -8%, 12%, -3, 0%, 10%, 34%, -1%, 4%[59 µM]
Cc1ccc(N=Nc2c(N)n(-c3ccccc3)[nH]c2=O)cc1
  0%, ?, -3%, -17, 1%, -4%, ?, ?, ?
CCOc1cc(C=NNC(=O)CCCC(=O)NN=Cc2ccc(O)c(OCC)c2)ccc1O
  -8%, ., ., 5, 0%, 22%, 27%, -9%, .
O=C(CCn1nnc2ccccc21)N/N=C\Cc1ccccc1
  -8%, -21%, 8%, -8, 1%, -1%, 38%, -22%, 32%[59 µM]
CCc1cccc(C)c1NS(=O)(=O)c1c(C)nc2sccn2c1=O
  -3%&9%, -2%&-3%, 13%&0%, 5&-4, -2%&-6%, -13%&3%, 19%&58%, -19%&1%, -17%
O=C(Nc1ccccc1N1CCN(c2ccc(F)cc2)CC1)C12CC3CC(CC(C3)C1)C2
  1%, -28%, -7%, 2, 7%, 8%, ?, -35%, -11%[59 µM]
CC(=O)c1cccc(NC(=O)C(NC(C)C)c2ccccc2)c1 (stereo unspecified)
  9%, 11%, 1%, 7, 6%, 1%, 36%, 3%, 1%
CN(C(=O)c1sc2nc(N3CCOCC3)c3c(c2c1N)CCCC3)c1ccccc1
  4%, 3%, 0%, 5, 1%, 8%, 40%[activator], 4%, ?
COc1cccc(C(=O)NC2CCNCC2)c1
  -3%, 7%, 6%, 0, -6%, 1%, 38%, -2%, -21%
COC(=O)c1cc2ccsc2n1CC(=O)Nc1cc(Cl)ccc1OC
  1%, 8%, ., 2, 47%[activator], 20%, 16%, -7%, -2%[12.7 µM]
CCNS(=O)(=O)c1ccc(CCC(=O)Nc2ccc(C(=O)OC)cc2)cc1
  -2%, -2%, -5%, 1, 4%, -1%, -20%, -15%, 2%
CCC(C)N(C(=O)CSc1ncnc2sccc12)C1CCS(=O)(=O)C1 (stereo unspecified)
  -9%, -1%, 16%, 6, ?, -5%, 53%[activator], 11%, 1%[12.7 µM]
COc1cccc(CNC(=O)CN2C(=O)N(c3cc(C)ccc3C)S(=O)(=O)c3ccccc32)c1OC
  4%, -11%, 0%, -13, 17%, 1%, 23%, -18%, 5%[59 µM]
C[C@H](CO)N1C[C@H](C)[C@@H](CN(C)C(=O)Nc2ccccc2)Oc2c(NC(=O)NC3CCCCC3)cccc2C1=O
  i, ., -1%, 3, -1%, 0%, 52%[activator], -2%, .
Cc1nc(NC(=O)c2ccccc2O)sc1C
  -5%, 24%, -6%, -16, ?, 0%, 24%, 17%, 2%
CCSc1nnc(NC(=O)c2c(-c3ccccc3Cl)noc2C)s1
  -6%, 14%, -1%, -6, -8%, -7%, 34%, -14%, -21%[59 µM]
COc1ccc(S(=O)(=O)N2CCC(C(N)=O)CC2)cc1
  -8%, ., 8%, 5, 0%, -17%, 16%, -26%, .
COc1ccc(-c2csc(N(C)C(=O)c3ccco3)n2)cc1
  i, 4%, 4%, 1, -3%, -15%, 13%, -12%, 5%[0.501 µM]
CCOc1cc(C)c(C(C)C)cc1S(=O)(=O)n1ccnc1CC
  -11%, 1%, -6%, -2, 2%, 1%, 19%, -8%, 16%[59 µM]
CC(=O)c1ccc(NC(=O)C2CCC(CNS(=O)(=O)c3cccs3)CC2)cc1 (stereo unspecified)
  -3%, 2%, 0%, 4, 14%, -6%, 30%, 0%, 4%[59 µM]
CCN(CC)c1ccc(NC(=O)COc2ccc(C)cc2)cc1
  ., ?, ., -1, -5%, 1%, -13%, ?, 1.4µM*
C/C(=C\C(=O)O)C12CC3CC(CC(C3)C1)C2
  i, -4%, 6%, -5, 0%, 5%, 29%, 4%, ?
CCOc1ccc(OCC(=O)NCCS(=O)(=O)N2CCN(c3cccc(Cl)c3)CC2)cc1
  3%, -3%, -3%, 4, 3%, -11%, 5%, -9%, -4%[59 µM]
Cc1ccc(C(=O)N2CCN(C(=O)CN3CCCC3)C2)cc1
  -11%, -3%, -11%, -2, -4%, 6%, 21%, 1%, 0%
Oc1cccc(Nc2nc(O)c(/C=C3\C=Nc4ccccc43)s2)c1
  -8%, ?, 87%[activator], 1, ?, 1%, 11%, -24%[11.4 µM], 50µM*
Cc1ccc2nc(N(Cc3cccnc3)C(=O)c3cccs3)sc2c1
  5%, -7%, -8%, -3, 1%, 4%, 19%, -8%, 16%[59 µM]
COc1ccc(NC(=O)c2cccnc2Nc2ccccc2)cc1
  3%, -3%, -2%, 5, -4%, -1%, 6%, -30%, 8%[12.7 µM]
Cc1ccc(-c2cc(C(=O)N/N=C/c3ccc(F)cc3)n[nH]2)o1
  0%, -1%, 0%, 0, -9%, 3%, 9%, -14%, -13%
COc1cc2ccccc2cc1C(=O)N1CCN(c2nc3ccc(F)cc3s2)CC1
  i, -29%, -9%, 1, 10%, -9%, -2%, -33%, -7%[59 µM]
CCOC(=O)C/C(C)=N/NC(=O)COc1ccccc1C
  i, -2%, ., -5, -6%, -4%, 23%, -10%, 23%
Cc1cc(-c2nc3cc(F)ccc3s2)ccc1N
  -4%, ., -9%, -14, 0%, 18%, 98%[activator], 12%, .
C=CCn1c(-c2ccccc2)c[nH]c1=S
  -7%, -34%, 9%, -4, -3%, ?, ?, 7.9µM*, ?
O=C(NCCC(=O)N1CCN(S(=O)(=O)c2ccccc2)CC1)c1ccc(Br)cc1
  i, -6%, 21%, 3, 3%, -14%, 29%, -7%, -44%
O=c1c(C(c2ccc(Br)cc2)c2c(O)nc3n(c2=O)CCS3)c(O)nc2n1CCS2
  -2%, -16%, 5%, -2, -11%, 14%, 39%, -16%, ?
Cc1ccc(NC(=O)CSc2nnc(CCNC(=O)OC(C)(C)C)o2)c(C)c1
  -1%, 1%, -1%, -2, 3%, 18%, ?, -12%, 6%[59 µM]
